Bioassay records (PubChem BioAssay)
IMPase cell inh – membrane-permeable compound that blocks inositol monophosphatase | P97697 | CHO-M1 cells, IP1 accumulation, HTRF TR-FRET ratio | inhibition (IP1 accumulation), % at 46.1 µM | 120,000 tested, under 10 active | AID 901; active = well fitted curve in the direction sought with a large enough effect in the signal ratio, not every such curve was filed as active; inconclusive = small, poorly fitted or top-dose-only effect, or a change in a side signal; inactive = no such curve, though single readings can be large or run the other way; the % refers to the signal ratio;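 also: cells stimulated with carbachol in lithium chloride buffer; plate controls were DMSO basal wells for no effect and reference inhibitor wells for full effect; higher means more IMPase inhibition seen as more IP1 and lower FRET ratio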
Target sequence (P97697 whole entry, looked up): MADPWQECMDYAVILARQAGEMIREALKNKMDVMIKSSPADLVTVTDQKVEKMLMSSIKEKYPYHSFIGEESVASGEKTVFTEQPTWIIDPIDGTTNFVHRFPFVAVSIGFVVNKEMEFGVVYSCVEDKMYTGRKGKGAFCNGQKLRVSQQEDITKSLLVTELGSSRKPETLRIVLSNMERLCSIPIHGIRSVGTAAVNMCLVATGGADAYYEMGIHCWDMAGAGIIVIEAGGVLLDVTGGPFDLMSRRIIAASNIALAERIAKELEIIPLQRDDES
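Carbachol-driven Gq signalling in CHO-M1 cells (2000/well) generates IP1. Compounds that block IMPase raise IP1 and so reduce the FRET signal from Eu-anti-IP1 and d2-IP1 after a 10 min room-temperature lysis.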
PNC assembly inh – perinucleolar compartment assembly inhibition; activity change (PNC), negative = inhibition, % at 10 µM; PC3M PTB-GFP, PNC prevalence imaging, 16 h; hits give low values; 140,000 tested, 3.1% active;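 active = readout at or below -70, meaning at least 70% loss of cells showing the perinucleolar compartment, a nuclear body marking cancer cells; inconclusive = readout between -30 and a set limit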;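 also: plate controls were DMSO wells for no effect and camptothecin positive control wells for full effect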
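Compounds are pinned in duplicate onto adhered PC3M cells stably expressing GFP-tagged PTB and incubated 16 h at 37 C. Cells are then fixed, nuclei stained with Hoechst, and PNC-positive cells counted.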
ALOX12 inhib – inhibitors of human 12-lipoxygenase (ALOX12); purified 12-hLO, xylenol orange hydroperoxide absorbance; Potency, µM (titrated, usually from 57.1 µM), inactives show at the highest dose activity change, negative = inhibition, actives largely listed as inhibitors; 150,000 tested, 0.12% active; also: potency is read from the fitted curve at half-maximal effect; nearly all actives have a fitted effect of over 55% in size; many of its hits are not listed in these tables
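Hydroperoxide output read as Fe(III)-xylenol orange absorbance, 573-to-405 nm ratio, after 30 min reaction with 40 uM arachidonic acid. Enzyme: 150 nM purified human 12hLO, 15 min compound preincubation; 25 mM Hepes pH 7.0, room temperature.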
15-hLO-2 inh – inhibitors of human 15-lipoxygenase 2 (ALOX15B) | AID 881 | O15296 | Potency, µM (series often up to 57.1 µM), without a hit: at the top dose activity change, negative = inhibition, usual class: inhibitors | purified 15hLO-2, xylenol orange hydroperoxide absorbance | 110,000 tested, 0.56% active; also: potency is read from the fitted curve at half-maximal effect; nearly all actives have a fitted effect of over 60% in size; many of its hits are not listed in these tables
Target sequence (O15296 whole entry, looked up): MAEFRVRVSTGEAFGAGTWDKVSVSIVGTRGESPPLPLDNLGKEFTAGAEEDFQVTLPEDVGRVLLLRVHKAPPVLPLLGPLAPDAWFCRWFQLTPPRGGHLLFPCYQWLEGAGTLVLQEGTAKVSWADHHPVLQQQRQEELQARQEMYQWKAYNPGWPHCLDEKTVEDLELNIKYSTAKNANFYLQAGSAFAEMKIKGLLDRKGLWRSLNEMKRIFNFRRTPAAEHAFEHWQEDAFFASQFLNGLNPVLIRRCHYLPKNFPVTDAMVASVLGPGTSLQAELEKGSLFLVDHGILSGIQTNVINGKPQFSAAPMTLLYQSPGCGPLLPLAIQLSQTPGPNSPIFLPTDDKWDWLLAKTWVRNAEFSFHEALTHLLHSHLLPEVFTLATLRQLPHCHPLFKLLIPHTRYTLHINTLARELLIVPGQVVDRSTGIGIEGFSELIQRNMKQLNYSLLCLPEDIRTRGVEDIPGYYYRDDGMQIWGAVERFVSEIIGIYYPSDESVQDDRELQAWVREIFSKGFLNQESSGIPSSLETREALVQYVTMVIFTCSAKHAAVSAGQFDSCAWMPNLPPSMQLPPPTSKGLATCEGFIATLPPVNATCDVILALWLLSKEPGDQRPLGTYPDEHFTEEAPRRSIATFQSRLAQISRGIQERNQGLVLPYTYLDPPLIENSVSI
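Purified human 15hLO-2 (50 nM final) preincubated with compounds 15 min at room temperature in 25 mM Hepes pH 7.5, 0.01% Triton X-100, then 45 uM arachidonic acid added for 90 min; hydroperoxide detected via ferrous/xylenol orange, 573/405 nm absorbance ratio.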
Numbers without * were called inactive; ? = inconclusive; nt = not tested or not shown; [ ] = dose if it differs, or a comment. Unless noted, calls follow the shape of the dose curve; as a rule, active = well fitted curve in the direction sought with a large enough effect; inconclusive = small, poorly fitted or top-dose-only effect, or another doubt; inactive = no such curve, though single readings can be large; an effect the other way counts as inactive or inconclusive. Unless noted, % is scaled to controls: 0 for no effect and ±100 for the full control effect.

Compound | IMPase cell inh | PNC assembly inh | ALOX12 inhib | 15-hLO-2 inh
O=C(NC1CCCCC1)c1ccc(N2CCCC2=O)cc1 | 19 | -28 | -3% | -3%
CCOc1ccc(-n2c(Cc3cc(=O)[nH]c(=O)[nH]3)nnc2SCc2cccnc2)cc1 | 10 | -30 | -3% | -5%
COc1ccc(OC)c2[nH]c(=O)c(CCNC(=O)c3cc4ccccc4o3)cc12 | 0 | -19 | 0% | 3%
O=C(NCc1ccco1)c1ccc(=O)oc1 | -12 | -83* | 2% | 2%
Cc1nnc(NC(=O)Oc2ccccc2)s1 | -7 | 34 | 2% | -3%
CCOC(=O)C1CCCN(S(=O)(=O)c2cccs2)C1 (stereo not drawn) | -8 | 18 | -4% | 1%[2.29 µM]
Cc1cccc(N(C(=O)CNC(=O)c2cccs2)C(C(=O)NC2CCCC2)c2cccnc2)c1 (stereo not drawn) | 8 | 52 | -2% | nt
CCOC(=O)C1CCN(C(=O)c2c(C)oc3c2C(=O)c2ccccc2C3=O)CC1 | nt | 22 | 1% | nt
COc1cccc(NC(=O)C2CC(=O)OC23CCOC(C)(C)C3)c1 (stereo not drawn) | 2 | ? | -1% | 1%
Cc1cccc(C(=O)Nc2nnc(Cc3c[nH]c4ccccc34)s2)c1 | 2 | 105 | 0% | -13%
CCN(CCCNC(=O)CN(C)S(=O)(=O)c1cccc2nsnc12)c1ccccc1 | 4 | 13 | -6% | 2%
COc1cc(/C=C(/C#N)c2ccc(F)cc2)ccc1Oc1ccc([N+](=O)[O-])cn1 | nt | 8 | -1% | nt

Remaining list, next part
Compound | IMPase cell inh | PNC assembly inh | ALOX12 inhib | 15-hLO-2 inh
Cc1ccc(C(=O)N2CCCC2)cc1Br | 1 | -4 | 4% | 2%
CC(C)NC(=S)N1CCN(S(C)(=O)=O)CC1 | -16 | -20 | -1% | nt
Cc1cnc(C(=O)OCC(=O)NC2CCCC(C)C2C)cn1 (stereo not drawn) | -12 | -5 | -3% | -5%
O=C(CCCc1ccccc1)NC1CCSC1=O (stereo not drawn) | -7 | 50 | -1% | -4%
CCOc1cc(C2/C(=C(\O)c3cc(C)ccc3C)C(=O)C(=O)N2CCN(C)C)ccc1O (stereo not drawn) | -3 | 0 | -5% | -2%
COC(=O)C1=C(C)C(c2ccc(OC)cc2OC)NC(=O)N1 (stereo not drawn) | 7 | 12 | -6% | -4%
Cc1ccc(NC(=S)/C(=C(\[O-])c2ccc(C)c([N+](=O)[O-])c2)[n+]2ccccc2)cc1C | 3 | 13 | -20% | -30%
CCC1CCCCN1C(=O)c1noc(C(C)C)c1[N+](=O)[O-] (stereo not drawn) | -7 | ? | 3% | nt
O=c1[nH]c(NCCO)nc2c1C1(CCCC1)Cc1ccccc1-2 | -11 | 93 | 2% | 3%
N#CCCN1CCN(S(=O)(=O)c2ccc(C#N)cc2)CC1 | -6 | 19 | -6% | -5%
COc1ccccc1OCC(=O)Nc1ccc(C(N)=O)cc1 | 4 | ? | 2% | 5%
Cc1cc(=O)oc2cc(OC(C)C(=O)N3CCOCC3)ccc12 (stereo not drawn) | 0 | ? | 7% | -1%

Next section:
Compound | IMPase cell inh | PNC assembly inh | ALOX12 inhib | 15-hLO-2 inh
O=C(/C=C/c1ccc(OCCCF)cc1)NCc1cccc(Cl)c1 | 4 | 40 | 6% | 27%
NC(=O)CN1CCOCCOCCOCCOCCOCC1 | -2 | 20 | -5% | -1%
COc1cc(OC)cc(C(=O)Nc2ccccc2C(=O)N2CCCC2)c1 | 8 | -13 | 5% | -3%
COCCCNC(=S)NC(=O)c1ccccc1 | nt | -30 | -6% | nt
Cc1ccc(Cn2nnc3c(=O)[nH]c(C4CCCN(S(=O)(=O)c5ccccc5)C4)nc32)cc1 (stereo not drawn) | 3 | 12 | -6% | -15%
CC(=O)N1C(=S)NC(=O)/C1=C1/C(=O)N(CC(=O)Nc2cccc(C)c2)c2ccccc21 | nt | 11 | 1% | nt
Cc1ccc(CN2CCN(/N=C/c3cc([N+](=O)[O-])ccc3Cl)CC2)cc1 | 4 | 2 | -3% | 34%[activator]
COc1cc(NC(=S)NC(=O)c2cc(C)cc(C)c2)ccc1NC(=O)c1cccs1 | ? | 13 | ? | nt
Cc1csc(=NC(=O)c2ccccc2)n1CCO | -2 | -9 | 2% | -2%
CC(CN1CCCCC1)OC(=O)Cc1ccc(Cl)cc1 (stereo not drawn) | 3 | ? | -2% | -2%
Cc1c(N=C=O)cccc1N=C=O | nt | nt | -1% | 2%
CCOc1c2ccc(C(=O)N[C@H](C)C3CCCCC3)cc2nn1CCOC | -7[1.84 µM] | 19 | 4% | 7%[11.4 µM]

Next compounds follow.
Compound | IMPase cell inh | PNC assembly inh | ALOX12 inhib | 15-hLO-2 inh
Cc1noc(C)c1C(=O)Nc1ccc(F)c(F)c1 | -1 | ? | -1% | 0%
CCCCN(CCCNC(=O)C1CCN(S(=O)(=O)N2CCOCC2)CC1)Cc1ccccc1 | -2 | -2 | -8% | 2%
Cc1nn(C)c(Oc2ccc(Cl)cc2)c1C(=O)Nc1ccc(F)cc1F | 5 | 89 | -13% | 1%
COCCCNS(=O)(=O)c1ccc(Oc2ncc(C(F)(F)F)cc2Cl)cc1 | 11[1.84 µM] | -22 | 3% | 11%[11.4 µM]
O=C(O)Cc1cc(I)c(Oc2ccc(O)c(I)c2)c(I)c1 | 2[20.6 µM] | 15 | -4% | -18%[25.6 µM]
COc1ccc(CSc2nnnn2C)cc1F | 9 | ? | 1% | 0%
Cc1ccc(-c2ccc(/C=C3\C(=O)ON=C3c3ccccc3)o2)c([N+](=O)[O-])c1 | 3 | 26 | -8% | 4µM*
CCOc1ccc(N(CC(=O)O)S(=O)(=O)c2ccc(F)cc2)cc1 | -1 | -16 | 0% | 4%
COc1ccc(/C=N\NS(=O)(=O)c2ccc(C)cc2)cc1COc1ccccc1[N+](=O)[O-] | 0 | 2 | -5% | nt
Cc1ccc(C)c(N2C(=O)CN=C2Nc2ccccc2Cl)c1 | 11 | -19 | 3% | 1%
CCOCC(=O)Nc1ccc(F)c(F)c1 | 22 | -10 | -9% | 4%
CCCCN1CCC(COC(=O)c2cc(Cl)c(N)c3c2OCCO3)CC1 | 10 | nt | -2% | 17%

Additional results follow.
Compound | IMPase cell inh | PNC assembly inh | ALOX12 inhib | 15-hLO-2 inh
Cc1nc2ccc(S(=O)(=O)Nc3cccc(-c4nc5cccnc5s4)c3)cc2s1 | nt | 36 | -3% | nt
O=C1CCCC2=C1C(O)(C(F)(F)F)C(=O)N2Cc1ccccc1 (stereo not drawn) | -3 | 7 | 7% | nt
Cc1n[nH]c(C)c1S(=O)(=O)N1CCN(C2CCCCC2)CC1 | 8 | -15 | 4% | -5%
CN(C(=O)c1cccc(C#N)c1)c1nnc(-c2cnccn2)s1 | 5 | 9 | -4% | 13%
Cc1ccc(C)c(OCC(O)CN2CCC(CN3C(=O)c4cccc5cccc(c45)C3=O)CC2)c1 (stereo not drawn) | nt | -24 | -1% | nt
CCN(CC)c1cc2nc(C)n(Cc3ccccc3)c(=O)c2cc1NC(=O)C1CC1 | -2 | 8 | 1% | nt
CC1(C(=O)N/N=C/c2ccc([N+](=O)[O-])o2)CC1(Br)Br (stereo not drawn) | nt | ? | -4% | nt
COCCNC(=O)C(C)Oc1ccc(Cl)cc1Cl (stereo not drawn) | 3 | 40 | 5% | 2%
Cc1cc2ccccc2c(=O)n1CC(=O)NCC(=O)N1CCN(c2ccccc2)CC1 | -5 | 6 | -4% | -18%
Cc1ccc(C(=O)NCC(=O)OCC(=O)N2CCCc3ccccc32)cc1 | nt | -11 | 0% | nt
Cc1ccc2[nH]c3c(=O)n(Cc4ccccn4)cnc3c2c1 | 7 | 39 | 2% | 0%
O=C(c1ccc(N2CCN(C3CC(=O)N(c4ccc(F)cc4)C3=O)CC2)cc1)c1cccnc1 (stereo not drawn) | 1 | -24 | -3% | -3%

Remaining list, next part.
Compound | IMPase cell inh | PNC assembly inh | ALOX12 inhib | 15-hLO-2 inh
CCCc1c(-c2ccc(O)cc2)nn(-c2ccc(O)cc2)c1-c1ccc(O)cc1 | 10 | nt | ? | 17%
COc1ccc(CNC(C)C2COc3ccccc3O2)c(OC)c1 (stereo not drawn) | -8 | ? | -5% | 34%[activator]
CCCCC#Cc1nc(N)c2ncn([C@@H]3O[C@@H](C(=O)NCC)[C@H](O)[C@@H]3O)c2n1 | -3 | nt | -5% | 13%
Clc1ccc(COc2ccccn2)c(Cl)c1 | -2 | -25 | -15% | 3%
CN1CCN(C(=O)c2ccc(CSc3ccc(Cl)cc3)cc2)CC1 | 4 | ? | 3% | nt
Oc1ccc2c(c1)OC(c1ccc(O)c(O)c1)C(O)C2 (stereo not drawn) | nt | nt | -5% | ?
O=C(COc1ncnc2ccc(Br)cc12)N1CCOCC1 | 10 | 30 | -7% | -4%
CC(C)OCCCNC(=O)C(C)Oc1ccccc1 (stereo not drawn) | -3 | 9 | 8% | 4%
Cc1ccc(-n2c(N)c(C#N)c(-c3ccccc3)c(C#N)c2=O)cc1 | 7 | 17 | -1% | -7%
COc1ccccc1NC(=O)CSc1nc2ccccc2n1C(C)=O | 3 | 7 | 0% | -4%
Cn1c(-c2cccc3ccccc23)n[nH]c1=S | nt | 12 | 0% | nt
CCOC(=O)Cc1cc(OC)c(OC)cc1Cc1cc(OC)c(OC)cc1CC(=O)OCC | -2 | -25 | -2% | -7%

Going on with the list.
Compound | IMPase cell inh | PNC assembly inh | ALOX12 inhib | 15-hLO-2 inh
CC(C)C(=O)Nc1ccc(N2CCN(S(C)(=O)=O)CC2)cc1 | 1 | ? | 3% | 2%
C=C(C)C1CC=C(C)C(O)C1 (stereo not drawn) | nt | nt | 2%[0.00818 µM] | -4%[0.0915 µM]
Cc1nnc(SC2CC(=O)N(c3ccccc3)C2=O)s1 (stereo not drawn) | 2 | -23 | -2% | nt
CC(C)NC(=S)N1CCn2c(nc3ccccc32)C1 | nt | ? | 1% | nt
CCSc1nnc(NC(=O)c2cc(-c3ccc(C)c(C)c3O)n[nH]2)s1 | 1 | -6 | 0% | nt
Cc1cc(NC(=O)c2ccco2)ccc1NC(=O)Cc1cccs1 | 8 | ? | -6% | nt
CN1C(=O)N(C)C2C1NC(=O)N2C (stereo not drawn) | -6 | -26 | -3% | -2%
Cc1cc(NC(=O)CN2CCN(S(=O)(=O)c3ccc(Cl)cc3)CC2)no1 | 11 | ? | -4% | 2%
CCC(C)NC(=O)c1ccc(CSc2nc3ccncc3n2Cc2ccc(F)cc2)cc1 (stereo not drawn) | nt | 60 | 1% | nt
COc1cc(/C=N/Nc2ccc(Cl)cc2)ccc1OC(=O)c1cccs1 | 2 | 57 | -14% | nt
Cn1c(=O)n(CCOc2ccccc2Cl)c2ccccc21 | 3 | -9 | -6% | 3%
Cc1ccc2c(c1)nnn2C1CCN(S(=O)(=O)c2cccc(S(=O)(=O)N(C)C)c2)CC1 | 17 | 6 | 2% | -3%

The list continues.
Compound | IMPase cell inh | PNC assembly inh | ALOX12 inhib | 15-hLO-2 inh
CCOC(=O)Nc1sc(C(=O)N(CC)CC)c(C)c1C(=O)OCC | -3 | 3 | 4% | -14%
Cc1ccc(-c2cc(C(=O)Nc3ccccc3C)c3ccccc3n2)o1 | ? | 14 | -28% | nt
COc1ccc(C2Nc3ccccc3C(=O)N2c2ccc(C)cc2)cc1Cn1nc(C)c([N+](=O)[O-])c1C (stereo not drawn) | 4 | -7 | -15% | -11%
CCOC(=O)/C(=N/Nc1ccc(OC)cc1)Sc1nnc(CCc2ccccc2)n1-c1ccccc1 | nt | 1 | -10% | nt
CO/N=C(/CNC(=O)c1ccccc1Cl)c1ccc(Cl)cc1 | 3 | 67 | 0% | -2%
